# High-throughput results from PubChem BioAssay.
# Hsp70 displacement = Hsp70 inhibitors, probe displacement, primary screen, biochemical, fluorescence polarization (AID 583); hit rate 0.06% among 140,000; Hsp70 fluorescence polarization probe displacement, mP; higher % means a stronger effect; displacement, % at 20 µM; hits with a dose series show IC50 in µM; in the data active means displacement above about 50%;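 further: plate controls were vehicle for no effect and reference ligand for full effect; a part of the inactive calls stands beside numbers as strong as those of hits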
# Rat MKP-3 inhibitors = inhibition of rat DUSP6 enzyme activity – biochemical, in vitro, primary screen (AID 425); recombinant MKP-3 phosphatase activity, fluorescence; higher % means a stronger effect; one-dose inhibition, % at 20 µM; IC50 in µM for titrated hits; hit rate 0.17% among 110,000; in the data active means inhibition above about 50%;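 further: plate controls were vehicle for no effect and reference inhibitor for full effect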
# An asterisk follows results filed as active; . = no result given; & = joins results of further samples. These rows are one share of the data, so the mix of outcomes need not match the whole.
SMILES,Hsp70 displacement,Rat MKP-3 inhibitors
C=CCc1cc(/C=C2/C(=O)NC(=S)N(CC=C)C2=O)cc(OC)c1O,5.5%,7%
Cc1cc(C)nc(-n2c(C)nc3cc(Cl)ccc3c2=O)c1,3.3%,.
Cc1cc(/C=C2\C(=O)NC(=S)N(c3ccccc3F)C2=O)c(C)n1C,-1.7%,-1%
C=CCn1c(O)c(C(CC)=Nc2ccc(N(CC)CC)cc2)c(=O)[nH]c1=O,0.3%,0%
Cc1c(-c2ccc(C=C3C(=O)NC(=S)NC3=O)o2)ccc([N+](=O)[O-])c1C,-1.1%,4%
CC(C)[C@@]1(NC(=O)[C@@H]2C=C3c4cccc5[nH]cc(c45)C[C@H]3N(C)C2)O[C@@]2(O)[C@@H]3CCCN3C(=O)[C@H](Cc3ccccc3)N2C1=O,46%,5%
COc1ccc(CC[n+]2cc(/N=C(\C)[O-])on2)cc1OC,-2.2%,-9%
O=C(CNS(=O)(=O)c1cccs1)N1CCC2(CC1)OCCO2,-0.2%,1%
O=C(NCc1ccccn1)c1ccccc1Cl,-1.3%,-14%
CC/C(=C\C=C\[C@@H]1C=C[C@@H]2CCC[C@H]2[C@@H]1C(=O)c1ccc[nH]1)[C@@H]1O[C@@H]([C@@H](C)C(=O)O)CC[C@@H]1C,7.4%,.
Cc1ccccc1-n1c(O)c(C=Nc2ccc(N(C)C)cc2)c(=O)[nH]c1=O,-2.3%,-2%
OC(c1ccccc1)(c1ccccc1)C1CCNCC1,-4.6%,.
COc1cccc(C=C2C(=O)NC(=O)NC2=O)c1,-0.6%,-1%
O=C(c1cc2c(s1)-c1ccccc1OC2)N1CCC2(CC1)OCCO2,-2.8%,-2%
CCS(=O)(=O)N1CCC(C(=O)N2CCC3(CC2)OCCO3)CC1,8.5%,-1%
OCC12CO[C@@H]3c4ccccc4[C@H](OC1)N32 (stereo partly drawn),0.0%,.
C[N+]12CN3CN(CN(C3)C1)C2,0.7%,2%
O=C(CN1C(=O)CN=C(c2ccccc2Cl)c2cc(Cl)ccc21)NCc1ccco1,-5.6%,2%
COc1ccc(OC)c(N2C(=O)CC(=O)NC2=O)c1,-2.9%,2%
CCN1CCN(Cc2nnnn2C(C)(C)C)CC1,2.1%,4%
CCOP(=O)(OCC)C(NC(=O)c1ccc(Cl)cc1)C(Cl)(Cl)Cl (stereo not drawn),-3.3%,-1%
CCOC(=O)C1SC2(C(F)(F)C(F)F)CC1(O)c1c(c(OC)c3occc3c1OC)O2 (stereo not drawn),9.3%,-7%
CNP1(NC)=Nc2nn(-c3ccccc3)c(N)c2C(c2ccccc2)=N1,-0.3%,-23%
CN=C(C)c1c(O)n(C)c(=O)n(C)c1=O,2.6%,2%
O=C(N/N=C1/CN2CCC1CC2)c1cc2ccccc2cc1O,5.9%&5.2%,1%
# Further structures follow:
SMILES,Hsp70 displacement,Rat MKP-3 inhibitors
O=c1c2ccccc2nc(/C=C/c2ccc(O)cc2)n1-c1ccccc1[N+](=O)[O-],-2.0%,2%
Cc1ccc(S(=O)(=O)n2cc(C=C3C(=O)NC(=O)NC3=O)c3ccccc32)cc1,1.2%,2%
O=C1NC(=O)C(=Cc2ccc(-c3ccc(C(=O)O)cc3)o2)C(=O)N1,9.0%,-4%
O=c1oc2ccccc2c2c1C(c1ccccc1)c1c(c3ccccc3oc1=O)O2,-1.6%,3%
C/C(Cl)=C/CC1(CN2CCCC2=O)C(=O)NC(=O)NC1=O,1.2%,-4%
O=c1c2ccccc2nc(-c2cccs2)n1-c1ccc(Br)cc1,-1.9%,7%
C=C1C(O)(c2ccccc2)C2CC[N+]1(C)CC2 (stereo not drawn),8.8%,.
Clc1ccc(CCN(Cc2ccco2)Cc2ccco2)c(Cl)c1,1.1%,-1%
Cc1ccc(Sc2ccc(C=C3C(=O)N(C)C(=O)N(C)C3=O)o2)cc1,3.5%,0%
COc1ccccc1CNCCc1ccc(Cl)cc1,-2.7%,4%
CCC1(C)CC(CCNCc2ccc(N(C)C)cc2)(c2ccc(C)cc2)CCO1 (stereo not drawn),-6.3%,0%
Cc1c(N=Cc2c(O)n(Cc3ccc(F)cc3)c(=O)[nH]c2=O)c(=O)n(-c2ccccc2)n1C,7.3%,.
CCN(CC)CCN=Cc1c(O)n(CCc2ccccc2)c(=O)[nH]c1=O,0.4%,-4%
COc1ccc(Cn2c(N)c(C(=O)NCc3ccco3)c3nc4ccccc4nc32)cc1OC,7.1%,-8%
N#CC(C#N)=Cc1cccc2ccccc12,2.8%,-4%
O=C(CN1CCOCC1)Nc1ccc(Br)cc1C(=O)c1ccccc1,-1.0%,.
CN1CC=C(c2c[nH]c3ccccc23)CC1,6.3%,-4%
COc1ccccc1-n1c(/C=C\c2ccccc2[N+](=O)[O-])nc2ccccc2c1=O,1.2%,4%
COc1ccc(C(c2c(O)c3ccccc3oc2=O)c2c(O)c3ccccc3oc2=O)cc1COc1ccccn1,2.2%,-2%
O=C(COc1ccccc1)N1CCN(C2CCN(Cc3ccccc3)CC2)CC1,1.7%,4%
CCOC(=O)C1C2c3ccccc3O[C@@]1(C)N=C1SCC(=O)N12 (stereo partly drawn),0.4%,-2%
N#Cc1c(/N=C/c2c(O)n(Cc3ccco3)c(=O)[nH]c2=O)sc2c1CCCC2,2.8%,2%
CCN1C(=O)c2ccccc2Sc2ccc(C(=O)N3CCC4(CC3)OCCO4)cc21,-1.1%,-4%
CCN(CC)c1ccc(N=Cc2c(O)n(-c3ccc(OC)cc3)c(=O)[nH]c2=O)cc1,5.7%,.
CC(C)NS(=O)(=O)c1ccc(OCC(=O)N2CCN(Cc3ccc4c(c3)OCO4)CC2)c(Cl)c1,9.4%,.
# Carrying on.
SMILES,Hsp70 displacement,Rat MKP-3 inhibitors
COc1ccccc1-n1c(=S)[nH]c2ccccc2c1=O,0.1%,-4%
Cc1c(Br)c([N+](=O)[O-])nn1CC(=O)Nc1ccc(Cl)cc1C(=O)c1ccccc1,-0.5%,1%
COc1ncccc1C(=O)NCC(CC(=O)O)c1ccccc1 (stereo not drawn),-2.3%,5%
Cc1c(C=O)c2ccccc2n1Cc1ccccc1Cl,-2.6%,3%
Cc1cc(C=C2C(=O)NC(=S)NC2=O)c(C)n1-c1ccc(F)cc1,-5.8%,4%
CCCOC(=O)c1c(N)n(Cc2cccs2)c2nc3ccccc3nc12,-2.1%,.
O=C(c1cccn2c(=O)c3ccc(Cl)cc3nc12)N1CCC2(CC1)OCCO2,1.9%,.
CN(C)CCc1nn[nH]n1,-5.7%,1%
COc1cc(CN2CC3CC(C2)c2cccc(=O)n2C3)cc(OC)c1OC (stereo not drawn),-2.5%,-2%
O=[N+]([O-])N=S(c1ccccc1)c1ccccc1,2.4%,-3%
O=C(c1ccc(N2N=N2)cc1)c1ccc(N2N=N2)cc1,-0.3%,-3%
CCOC(=O)C1CCN(/C=C2/C(=O)NC(=O)N(c3ccc(OCC)cc3)C2=O)CC1,-6.5%,-6%
Cc1oc(-c2cccs2)nc1CSCC(=O)N1CCC2(CC1)OCCO2,-0.8%,.
O=S1(=O)CC2(N3CCOCC3)CCCCC21 (stereo not drawn),-4.1%,-7%
O=P(OCC(F)(F)C(F)F)(N1CCCCC1)N1CCCCC1,6.7%,1%
C=CCN1C(=O)NC(=O)/C(=C/c2ccc(-c3ccc(C(=O)OCC)cc3)o2)C1=O,-5.9%,12%
Cn1c(O)c(C=NC2CC(C)(C)NC(C)(C)C2)c(=O)n(C)c1=O,9.4%&6.8%,-5%&0%
CCCCOC(=O)C1=C(N)OC2=C(C(=O)CCC2)[C@]12C(=O)Nc1ccccc12,-0.6%,-18%
COc1ccc(C2c3c(c4ccccc4oc3=O)Oc3c2c(=O)oc2ccccc32)cc1,1.9%,-3%
Cc1ccc(-n2c(=O)[nH]c3ccccc3c2=O)cc1,3.7%,-1%
COc1ccc(C2SCC(=O)Nc3c2c(=O)[nH]n3C2CCCCCC2)cc1OC (stereo not drawn),-3.0%,-7%
Cc1cc(N2CCNCC2)c2ccccc2n1,-0.4%,0%
CCN(CC)CCN=Cc1c(O)n(Cc2ccccc2)c(=O)[nH]c1=O,-5.0%,.
O=P(O)(O)Cc1ccccc1OP(=O)(c1ccccc1)c1ccccc1,-1.6%,2%
CN1C2C=C(N(C(=O)c3ccc(Cl)cc3)c3ccccc3)CC1CC2 (stereo not drawn),-1.0%,-1%

# 3 of the compounds above, as tab-separated lines.
Compound	Hsp70 displacement	Rat MKP-3 inhibitors
COc1cc(CN2CC3CC(C2)c2cccc(=O)n2C3)cc(OC)c1OC (stereo not drawn)	-2.5%	-2%
Cc1cc(C=C2C(=O)NC(=S)NC2=O)c(C)n1-c1ccc(F)cc1	-5.8%	4%
Cc1ccc(-n2c(=O)[nH]c3ccccc3c2=O)cc1	3.7%	-1%

# (cont.)
SMILES,Hsp70 displacement,Rat MKP-3 inhibitors
CCSc1cc(C2C(C#N)=C(N)Oc3n[nH]c(C)c32)c(C)o1 (stereo not drawn),1.6%,2%
COc1ccc(CN2CCCCC2c2cccnc2)cc1C (stereo not drawn),2.6%,-6%
COc1ccc(OC)c(N2C(=O)NC(=O)C(CCc3ccncc3)(CCc3ccncc3)C2=O)c1,-3.0%,2%
O=S(=O)(c1cc(Cl)c(O)c(Cl)c1)c1cc(Cl)c(O)c(Cl)c1,3.5%&6.6%,3%&-2%
Cn1cccc1CN1CCN(C(=O)COc2ccccc2)CC1,4.6%&-2.5%,-16%&4%
CCN(CC)P(=O)(NC(=O)C(Cl)(Cl)Cl)N(CC)CC.[Cl-].[Cl-].[Cl-].[Nd+3],1.3%,.
Cc1onc(-c2ccccc2)c1C(=O)N1CCC2(CC1)OCCO2,3.2%,-13%
CCOC(=O)C1C(=O)N(C)C2(C)CC1c1ccccc1O2 (stereo not drawn),1.9%,-3%
COc1ccc(CCNCc2cccc(Br)c2)cc1OC,2.8%,3%
Cc1c(C(=O)N2CCC3(CC2)OCCO3)sc2ncnc(N(C)c3ccccc3)c12,0.4%,.
O=C1CN=C(c2cccs2)c2c(sc3c2CCCC3)N1,0.2%,-4%
CC1=[N+]([O-])C(C(=O)c2ccccc2)N(O)C1(C)C (stereo not drawn),-1.4%,5%
CCC(C)N1CCN(C(=O)COc2ccc(Cl)cc2)CC1 (stereo not drawn),4.1%,4%
CCCc1[nH]nc2c1C1(C(=O)N(CC(N)=O)c3ccccc31)C(C(=O)OC)=C(N)O2 (stereo not drawn),-0.8%,-3%
CC(C)CCOC(=O)c1c(N)n(CC2CCCO2)c2nc3ccccc3nc12 (stereo not drawn),0.4%,3%
COc1ccc(CCC(=O)N2CCC3(CC2)OCCO3)cc1,1.3%,-8%
CCC(=NCCO)c1c(O)n(-c2ccccc2)c(=O)[nH]c1=O,-3.0%,-7%
O=C(O)c1c[nH]c2ccc(S(=O)(=O)N(CCCl)CCCl)cc12,2.7%,.
CC/C(=C\C=C\C1C=CC2CCCC2C1C(=O)c1ccc[nH]1)C1OC(C(C)C(=O)O)CCC1C (stereo not drawn),4.9%,-2%
CCOc1ccc(-n2c(-c3ccc(OC)cc3)nc3ccccc3c2=O)cc1,2.5%,3%
C=CCOC(=O)C1=C(C)OC(N)=C(C#N)[C@@]12C(=O)N(CC(N)=O)c1ccccc12,-6.1%,1%

# Gathered by group: those above with a Cl atom
SMILES,Hsp70 displacement,Rat MKP-3 inhibitors
Cc1cc(C)nc(-n2c(C)nc3cc(Cl)ccc3c2=O)c1,3.3%,.
O=C(NCc1ccccn1)c1ccccc1Cl,-1.3%,-14%
O=C(CN1C(=O)CN=C(c2ccccc2Cl)c2cc(Cl)ccc21)NCc1ccco1,-5.6%,2%
CCOP(=O)(OCC)C(NC(=O)c1ccc(Cl)cc1)C(Cl)(Cl)Cl (stereo not drawn),-3.3%,-1%
C/C(Cl)=C/CC1(CN2CCCC2=O)C(=O)NC(=O)NC1=O,1.2%,-4%
Clc1ccc(CCN(Cc2ccco2)Cc2ccco2)c(Cl)c1,1.1%,-1%
COc1ccccc1CNCCc1ccc(Cl)cc1,-2.7%,4%
CC(C)NS(=O)(=O)c1ccc(OCC(=O)N2CCN(Cc3ccc4c(c3)OCO4)CC2)c(Cl)c1,9.4%,.
Cc1c(Br)c([N+](=O)[O-])nn1CC(=O)Nc1ccc(Cl)cc1C(=O)c1ccccc1,-0.5%,1%
Cc1c(C=O)c2ccccc2n1Cc1ccccc1Cl,-2.6%,3%
O=C(c1cccn2c(=O)c3ccc(Cl)cc3nc12)N1CCC2(CC1)OCCO2,1.9%,.
CN1C2C=C(N(C(=O)c3ccc(Cl)cc3)c3ccccc3)CC1CC2 (stereo not drawn),-1.0%,-1%
O=S(=O)(c1cc(Cl)c(O)c(Cl)c1)c1cc(Cl)c(O)c(Cl)c1,3.5%&6.6%,3%&-2%
CCN(CC)P(=O)(NC(=O)C(Cl)(Cl)Cl)N(CC)CC.[Cl-].[Cl-].[Cl-].[Nd+3],1.3%,.
CCC(C)N1CCN(C(=O)COc2ccc(Cl)cc2)CC1 (stereo not drawn),4.1%,4%
O=C(O)c1c[nH]c2ccc(S(=O)(=O)N(CCCl)CCCl)cc12,2.7%,.
